IDE cell activ – human IDE activators in live cells, primary screen, fluorescence polarization, HEK cells, FAbeta-B substrate. Insulin-degrading enzyme (Homo sapiens), P14735. FAbeta-B cleavage; 0% vehicle, 100% cell-free pure enzyme wells. 0.073% of 340,000 active. activation, % at 5.96 µM;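 active = activation above the mean of all tested compounds plus 3 SD, set per screening campaign, cut at about 17% in these data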
pCIP destab – p/CIP-EGFP fusion destabilizers, primary screen, fluorescence, F442A cells | decrease of EGFP signal, % at 10 µM | 0.01% of 290,000 active | AID 1984, 2009 | 16 h;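 active = EGFP signal decrease of at least 30% at 10 µM or well 3 SD below plate mean, unless failing retest; inactive = the rest, including hits failing retest or dose response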; note: some compounds called inactive have numbers as strong as hits; many of its hits are not listed in these tables
Target sequence (Q05BA5 1-1403): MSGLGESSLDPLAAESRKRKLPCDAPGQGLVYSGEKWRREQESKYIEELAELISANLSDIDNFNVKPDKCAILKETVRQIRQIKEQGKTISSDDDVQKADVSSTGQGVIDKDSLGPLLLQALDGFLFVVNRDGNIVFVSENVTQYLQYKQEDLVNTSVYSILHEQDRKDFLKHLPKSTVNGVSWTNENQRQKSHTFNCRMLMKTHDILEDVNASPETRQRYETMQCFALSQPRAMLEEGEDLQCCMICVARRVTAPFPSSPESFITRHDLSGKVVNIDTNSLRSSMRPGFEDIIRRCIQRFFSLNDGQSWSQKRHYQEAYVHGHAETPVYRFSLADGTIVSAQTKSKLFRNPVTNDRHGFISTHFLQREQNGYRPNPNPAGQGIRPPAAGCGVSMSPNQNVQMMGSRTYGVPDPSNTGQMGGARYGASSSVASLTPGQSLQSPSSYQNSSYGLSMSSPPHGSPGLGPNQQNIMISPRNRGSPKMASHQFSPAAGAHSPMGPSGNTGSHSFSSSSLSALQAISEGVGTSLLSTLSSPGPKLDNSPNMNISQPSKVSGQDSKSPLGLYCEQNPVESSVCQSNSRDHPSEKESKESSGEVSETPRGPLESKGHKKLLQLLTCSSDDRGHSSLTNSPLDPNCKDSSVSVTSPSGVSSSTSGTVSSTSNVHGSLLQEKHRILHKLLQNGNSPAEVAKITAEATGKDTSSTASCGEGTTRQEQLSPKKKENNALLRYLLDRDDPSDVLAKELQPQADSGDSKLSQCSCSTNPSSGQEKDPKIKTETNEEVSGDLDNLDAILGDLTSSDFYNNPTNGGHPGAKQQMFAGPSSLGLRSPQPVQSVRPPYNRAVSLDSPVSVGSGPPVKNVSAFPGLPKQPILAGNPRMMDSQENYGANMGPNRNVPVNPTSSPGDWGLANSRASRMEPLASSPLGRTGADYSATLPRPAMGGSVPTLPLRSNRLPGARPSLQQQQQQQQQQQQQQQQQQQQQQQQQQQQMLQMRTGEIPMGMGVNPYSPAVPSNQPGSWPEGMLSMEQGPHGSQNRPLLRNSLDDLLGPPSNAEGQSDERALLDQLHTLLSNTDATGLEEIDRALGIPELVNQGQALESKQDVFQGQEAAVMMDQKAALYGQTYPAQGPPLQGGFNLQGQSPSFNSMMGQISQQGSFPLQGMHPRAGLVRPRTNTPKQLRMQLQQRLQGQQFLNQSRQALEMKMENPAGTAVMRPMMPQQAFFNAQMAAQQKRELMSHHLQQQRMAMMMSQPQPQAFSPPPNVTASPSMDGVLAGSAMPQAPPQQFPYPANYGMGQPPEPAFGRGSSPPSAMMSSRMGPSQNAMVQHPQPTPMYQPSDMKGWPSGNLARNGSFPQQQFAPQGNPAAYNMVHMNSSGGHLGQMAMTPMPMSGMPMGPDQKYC
SUMO HTRF inh – inhibitors of in vitro SUMOylation cascade, primary screen, biochemical, HTRF, uHTS. SUMO-conjugating enzyme UBC9 (Homo sapiens), P63279. inhibition, % at 35 µM. HTRF SUMOylation assay, SAE1/SAE2 + UBC9. 0.36% of 290,000 active; in the data active = inhibition above about 50%, passing the limit was not always enough; note: strong numbers were not always called active
PfM18AAP inh – PfM18AAP inhibitors, malaria aminopeptidase, primary screen, biochemical, QFRET, recombinant enzyme. H-Glu-NHMec fluorogenic cleavage. 1.2% of 290,000 active. M18 aspartyl aminopeptidase (Plasmodium falciparum 3D7). inhibition, % at 7.35 µM;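 active = inhibition above the campaign mean inhibition over all tested compounds plus 3 SD, cut at about 28% in these data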;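 note: 0% = plate median of test compound wells and 100% = 2 mM ZnCl2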
MEKK3 PB1 HTS – modulators of MEKK3-MEK5 PB1 binding, primary screen, biochemical, wildtype MEKK3, multiplex bead flow cytometry, Alexa488-MEK5. Mitogen-activated protein kinase kinase kinase 3 (Homo sapiens), Q99759. bead-based flow cytometry, Alexa488-MEK5 binding to MEKK3; actives lie on both sides; 0 = blocked by unlabeled MEK5, 100 = vehicle. binding response (% of control), % at 10 µM. 1.4% of 290,000 active. AID 1529, 2009;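 active = binding response more than 3 SD above or below the average of its plate-row segment, actives on both sides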;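 note: Alexa488 bead fluorescence after subtracting the streptavidin-only scavenger bead signal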
NALP1 inh – NALP1 inflammasome inhibitors in reconstituted yeast, colorimetric, S. cerevisiae, triplicate retest. S. cerevisiae NALP1/ASC/caspase-1 growth, X-gal OD620, 72 h. inhibition, % at 10 µM. 0.61% of 280,000 active; in the data active = inhibition mostly above about 24%, no sharp cut-off; inactive = mostly below about 32%; note: some compounds called inactive have numbers as strong as hits
IDE inh – human IDE inhibitors in live cells, primary screen, fluorescence polarization, HEK cells, FAbetaB substrate; inhibition, % at 5.59 µM; FAbetaB cleavage; 0.41% of 320,000 active; AID 434962, 2010; Insulin-degrading enzyme (Homo sapiens), P14735;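 active = percent inhibition above the average of all tested compounds plus 3 SD, set per screening campaign, cut at about 16% in these data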;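 note: IDE supplied by intact live HEK cells; FP after avidin binding of uncleaved biotin substrate so inhibition keeps polarization high; 0% = DMSO wells and 100% = 60 µM reference IDE inhibitor Ii1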
MEKK2 WT-MEK5 – modulators of MEK5 binding to wildtype MEKK2, primary screen, biochemical, multiplex bead flow cytometry, Alexa488-MEK5; Mitogen-activated protein kinase kinase kinase 2 (Homo sapiens), Q9Y2U5; Alexa488-MEK5 binding to MEKK2 WT; actives lie on both sides; binding response (% of control), % at 10 µM; 1.1% of 290,000 active; AID 1531, 2009; in the data active = binding response below about 67% or above about 130%
MEKK2mut PB1 HTS – MEK5 binding signal on mutant MEKK2 PB1, primary screen, biochemical, multiplex bead flow cytometry, Alexa488-MEK5. Alexa488-MEK5 binding to MEKK2 mutant. percent response, % at 10 µM. 0.35% of 290,000 active; in the data active = percent response above about 24%, passing the limit was not always enough; note: inactives centre near 1; some results filed as inactive read as strong as hits; reference of the scale not given here
Active calls of the source: *; nt = no result given.

structure	IDE cell activ	pCIP destab	SUMO HTRF inh	PfM18AAP inh	MEKK3 PB1 HTS	NALP1 inh	IDE inh	MEKK2 WT-MEK5	MEKK2mut PB1 HTS
FC(F)(F)c1cnc2c(c1)Nc1ccccc1S2	-3	2	-1	0	105	16	3	101	2
Cc1ccc(C)c(NC(=S)N2CCN(Cc3ccccc3)CC2)c1	7	-3	-18	-1	100	30	-2	102	0
CN(C(=O)COC(=O)c1ccccc1C(=O)N(C)c1ccccc1)c1ccccc1	-5	-6	3	4	102	4	4	102	9
CCCc1c(C(=O)N/N=C(\C)c2ccc(O)cc2)nnn1-c1nonc1N	6	-2	-3	1	101	-4	4	104	4
CSc1ccc(CN2C(=O)NC3(CCCCCC3)C2=O)cc1	4	-9	3	-11	106	-6	4	104	-2
O=C(c1ccc2[nH]c(=O)c(=O)[nH]c2c1)N1CCc2ccccc21	3	11	2	3	104	3	-7	106	3
CCOC(=O)c1nc2cc3n(c(C)c-2c1C)C(C)C(CC)=C3C (stereo not drawn)	6	nt	nt	-2	97	nt	-2	100	0
CSCC[C@H](NC(=O)NC1CCCC1)C(=O)O	8	-5	27	-7	92	nt	0	94	-3
COc1ccccc1CNC(=O)c1ccc2nc3[nH]c4ccccc4c3nc2c1	-6	-161	11	-10	94	30	14	85	-6
S=C(Nc1cccnc1)NC1CCCCCCC1	-2	1	2	11	115	10	-4	108	0
CC(C)C(OC(=O)CCCC(=O)Nc1nccs1)C(=O)NC1CCCCC1 (stereo not drawn)	2	-12	17	1	88	-5	0	98	-2
O=C(COCc1cc(-c2ccc3c(c2)OCO3)on1)Nc1cccnc1	0	7	11	-7	100	20	-2	107	3
Cc1ccc(-c2nn(-c3ccccc3)cc2C(=O)N2CCOCC2)cc1C	1	-7	14	-3	101	-8	-1	99	1
CCOC(=O)c1c(C)[nH]c(C)c1C(=O)COC(=O)/C=C/c1ccc(Cl)cc1	-5	-1	5	1	95	3	0	94	-3
Fc1cccc(Cl)c1CNc1ccc(N2CCCC2)cc1	4	-17	10	0	98	10	-1	99	0
Cc1cccc(NC(=O)c2cnc3n(c2=O)CCS3)c1	-2	-4	7	2	100	-33	7	104	4
CCc1ccc(NC(=O)N(CCCOC(C)C)C2CCN(C(C)=O)CC2)cc1	-1	-14	21	-2	103	-2	-4	102	-1
COc1ccc(N(C(=O)Cc2cccs2)C2C=CS(=O)(=O)C2)cc1 (stereo not drawn)	1	2	16	-8	99	-3	-1	99	11
Cc1ccc(S(=O)(=O)N2CCC(C(=O)O)CC2)cc1	2	5	18	-3	95	-3	1	85	-12
COc1ccnc(NCc2ccc(Cl)cc2)c1C#N	3	2	8	1	99	36	1	101	3
Cc1ccc(C(=O)NC(=S)Nc2cccc(NC(=O)c3ccccc3Cl)c2)cc1[N+](=O)[O-]	2	0	-7	-5	100	3	-2	95	2
CC(C)(C)NC(=O)C(=O)NNC(=O)c1cccc(Br)c1	3	9	3	2	102	7	2	98	4
COC(=O)CN=Cc1c(O)n(-c2ccc(Cl)cn2)c(=O)c2ccccc12	2	7	-1	-12	86	5	-4	86	-5
COc1cccc(-c2cc(C(=O)Nc3cccnc3)c3ccccc3n2)c1	-3	15	-7	4	104	10	4	106	2
CN(C(=O)c1cc2n(n1)C(C(F)(F)F)CC(c1ccco1)N2)c1ccccc1 (stereo not drawn)	3	-7	0	8	99	-10	5	96	-1

(next part)
structure	IDE cell activ	pCIP destab	SUMO HTRF inh	PfM18AAP inh	MEKK3 PB1 HTS	NALP1 inh	IDE inh	MEKK2 WT-MEK5	MEKK2mut PB1 HTS
CC(C)Nc1nc(NC(C)C)nc(N(C)C#N)n1	4	-4	28	5	97	26	4	94	-3
O=C(c1cccnc1)N1CCc2ccccc2C1	5	-6	14	1	96	-3	2	99	-1
CC(=O)c1ccc2c(c1)c(C#N)c1ccccc1[n+]2[O-]	8	-8	32	9	92	5	nt	96	-6
COc1ccc(C(=O)NCCCCCCNC(=O)c2ccc(OC)cc2)cc1	-4	0	-14	-2	103	-10	0	106	4
O=C(O)/C=C/C(=O)N(Cc1ccccc1)Cc1ccco1	4	-12	2	3	100	18	4	113	7
Cn1cc(S(=O)(=O)Nc2ccc(Cl)cc2Cl)c(=O)n(C)c1=O	5	4	-6	0	100	1	5	104	-1
O=[N+]([O-])c1cnccc1NC1CCCCC1	4	-21	0	-5	96	-3	10	90	0
CC(C)C(NC(=O)c1c(F)cccc1F)C(=O)N1CCN(c2ccccc2F)CC1 (stereo not drawn)	4	2	21	3	99	19	2	99	-2
O=C(Nc1cccc(Cl)c1)N1CCC(CO)(CCOc2ccccc2)CC1	2	-2	-7	3	102	10	4	101	2
Cn1c(CCC(=O)OCC(=O)Nc2ccc(Oc3ccccc3)cc2)nc(=O)c2ccccc21	1	0	-11	2	99	29	-6	100	0
CS(=O)(=O)Nc1ccccc1C(=O)N1CCCC1	0	7	-5	-1	100	-3	5	101	3
COc1ccc(/C=C/C(=O)Nc2ccccc2C(=O)NCC(c2ccc(OC)cc2)N(C)C)cc1 (stereo not drawn)	4	14	8	8	105	14	2	129	8
CCN1CCN(C(=O)c2nn(C)c3c2CS(=O)(=O)c2ccccc2-3)CC1	8	-4	4	5	98	20	1	101	-2
Nc1nnc(SCc2ccccc2F)n1-c1ccccc1	-2	7	-11	1	104	2	0	107	2
CNC(=O)CSc1cn(CC(=O)N(C(C)C)C(C)C)c2ccccc12	3	8	12	-8	93	19	-1	91	-11
O=C1c2ccccc2C(O)(c2ncc[nH]2)N1C1CCCCC1 (stereo not drawn)	1	0	11	1	100	-26	-3	102	6
CN(C(=O)COC(=O)/C=C/c1ccc(S(=O)(=O)N2CCc3ccccc32)cc1)C1CCS(=O)(=O)C1 (stereo not drawn)	nt	-15	3	0	102	9	-2	100	2
COc1cc2c(cc1OC)-c1cc(NC3CCCCC3)nc(=O)n1CC2	5	-6	25	-3	105	-35	5	105	0
COc1ccc(CN(C(=O)c2ccco2)c2ccc(C)cc2)cc1OC	0	2	4	6	100	13	5	100	-1
CSc1nc2cc(C)nn2c(-c2ccc(C(C)(C)C)cc2)c1C#N	5	-18	23	-10	106	7	8	104	4
COc1ccc(/C=N/NC2=NCCCCC2)c(OC)c1	-1	-1	28	7	101	4	-3	88	-12
CCc1ccc(C(=O)CSc2n[nH]c(C)n2)cc1	-1	-2	-6	4	105	20	-2	106	4
Cc1nn(CCC(=O)NNC(=S)NCC(C)C)c(C)c1Br	1	15	-8	4	94	-13	0	98	0
O=C1/C(=C/c2ccccn2)SC(=S)N1CCc1ccccc1	5	-12	6	4	87	-4	-1	95	-11
CCC(C)(C)NC(=O)CN(C(=O)CCC(=O)Nc1cc(C)ccn1)c1ccc2c(c1)OCCO2	10	-4	12	-10	107	14	0	102	-1

Remaining list, next part:
structure	IDE cell activ	pCIP destab	SUMO HTRF inh	PfM18AAP inh	MEKK3 PB1 HTS	NALP1 inh	IDE inh	MEKK2 WT-MEK5	MEKK2mut PB1 HTS
O=C(CCCOc1ccccc1)NCCc1ccccc1	nt	-3	2	-10	94	2	-5	93	-7
O=c1[nH]c(/C=C/c2cccc([N+](=O)[O-])c2)c([N+](=O)[O-])c(=O)[nH]1	4	0	-1	9	99	7	6	101	1
CC(C)CCNC(=O)NC(=O)CSc1nnc(-c2ccccc2Br)o1	-3	-9	3	9	100	5	-1	104	4
O=C(/C=C/c1ccc(Cl)cc1)N(c1ccccn1)C1CCCCC1	-2	-1	5	5	104	26	1	102	0
COc1ccc(C(=O)Nc2c(N)nc(SCC(=O)Nc3ccc(C(C)=O)cc3)[nH]c2=O)cc1	3	-6	10	8	106	3	0	111	8
COc1ccc2c(c1OC)C(=O)N(c1cccc(NC(C)=O)c1)C2	3	-2	16	-11	98	4	2	104	-1
CC(C(=O)c1c[nH]c(C(N)=O)c1)c1ncc(C(F)(F)F)cc1Cl (stereo not drawn)	2	-4	2	-6	105	7	0	107	-2
O=C(CC1SC(=Nc2ccc3c(c2)OCCO3)NC1=O)Nc1ccc(F)cc1F (stereo not drawn)	1	-4	18	-2	97	15	-1	100	-3
Cc1cc(C)n2c(SCc3cccs3)nnc2n1	4	-2	7	5	102	11	2	103	2
CSc1ccc(/C=C/C(=O)OCC(=O)NC(C)C)cc1	nt	15	5	-11	102	33	-1	94	-4
CCOC(=O)Nc1ccc2c(c1)N(C(=O)CCN1CCN(C)CC1)c1ccccc1S2	2	-6	-7	-1	104	10	4	111	12
CCOc1ccc(C(C)=O)cc1CN1C(=O)NC(C)(C2CC2)C1=O (stereo not drawn)	-2	6	-6	0	103	-24	7	104	-1
COc1ccc(N2CCN(C3CC(=O)N(c4ccc5c(c4)OCCO5)C3=O)CC2)cc1 (stereo not drawn)	3	-1	13	-1	105	8	4	103	3
Cc1ccc(Nc2nc3nonc3[nH]c2=O)cc1C	2	-14	18	6	105	28	-2	113	10
O=C(CCN1CCc2ccccc2C1)Nc1cccc(F)c1	5	-4	2	-3	99	-3	2	108	2
CN1CCc2c(sc(NC(=O)c3ccc(S(=O)(=O)N4CCOCC4)cc3)c2C(N)=O)C1	-2	-12	4	5	98	nt	2	99	6
C[C@H](NC(=O)c1nc[nH]c1C(=O)NC(c1ccccc1)c1ccccc1)C(=O)OC(C)(C)C	4	-14	-37	-5	110	4	4	90	3
CCCC(=O)N(CCN1CCOCC1)c1nc2c(OC)ccc(C)c2s1	4	-16	6	7	95	-4	2	95	0
Cc1[nH]n(-c2ccccc2)c(=O)c1C=Nc1cnc2ccccc2c1	1	-4	17	9	100	19	0	94	-1
CC(C)N1CCCC(CNC(=O)CCc2nnc(CCCCc3ccccc3)o2)C1 (stereo not drawn)	0	12	-4	-2	100	1	-2	90	-10
N#C/C(=C\c1cn(Cc2ccc(F)cc2)c2ccccc12)C(=O)NCc1ccco1	-1	-7	51*	0	129*	10	4	103	0
O=C(Nc1cc(S(=O)(=O)N2CCOCC2)ccc1N1CCOCC1)c1cc(=O)[nH]c2ccccc12	2	6	8	-2	95	8	3	87	-8
CC1CN(c2nc3c(c(=O)n(Cc4ccc(Cl)c(Cl)c4)c(=O)n3C)n2C)CC(C)O1 (stereo not drawn)	2	4	8	-4	105	11	-1	100	0
CC(C)c1nnc(NC(=O)CN(C)S(=O)(=O)c2ccc3c(c2)OCCO3)s1	6	8	-23	-2	93	-4	4	93	-6
CN1CCN(NC(=O)c2ccc(Br)s2)CC1	-1	-2	15	-4	91	nt	-4	84	-19
CN1C(=O)/C(=C\c2ccc(OC(=O)c3ccco3)cc2)SC1=S	-18	-9	0	-4	102	38	6	93	-5
Cc1nnc(SCc2cc(=O)[nH]c(N3CCN(C)CC3)n2)s1	3	-16	5	-5	92	38	6	96	-4
CC1(C)CC(=O)C(C=Nc2ccc(O)cc2)=C(O)C1	4	-7	-3	5	109	3	1	112	6

Source: PubChem

Only part of the results is shown; rates above refer to the full screens.
